Source: PubChem (several laboratories)
PrPC TRFRET – cell surface PrPC inhibition, primary TR-FRET screen. inhibition, % at 13.8 µM. P04156. 0.43% of 370,000 active. TR-FRET read-out; in the data active means inhibition above about 24%; further: 0% = median of the test wells and 100% = reference compound wells
BoNT-A LC inh2 – blocks Botulinum neurotoxin A light chain protease; multiplex microsphere protease substrate cleavage, flow cytometry; inhibition, % at 10 µM; 0.17% of 360,000 active; AID 588499; in the data active means inhibition above about 30%; inconclusive means no clear call, values can overlap the other calls; further: plate controls were buffer without enzyme for full effect and enzyme alone for no effect
BoNT-F LC inh – inhibitors of Botulinum neurotoxin F light chain protease; Multiplex microsphere protease cleavage assay, flow cytometry; 0.22% of 360,000 active; inhibition, % at 10 µM; AID 588497; in the data active means inhibition above about 35%, passing the limit was not always enough; inconclusive means no clear call, values can overlap the other calls; further: plate controls were buffer without enzyme for full effect and enzyme alone for no effect
Mtb UGM inh – inhibitors of M. tuberculosis UDP-galactopyranose mutase. P9WIQ1. purified UGM, fluorescence polarization probe displacement. inhibition, % at 10 µM. 0.06% of 320,000 active. AID 504406; in the data active means inhibition above about 10%, passing the limit was not always enough; inconclusive means no clear call, values can overlap the other calls
Target sequence (P9WIQ1 whole entry, looked up): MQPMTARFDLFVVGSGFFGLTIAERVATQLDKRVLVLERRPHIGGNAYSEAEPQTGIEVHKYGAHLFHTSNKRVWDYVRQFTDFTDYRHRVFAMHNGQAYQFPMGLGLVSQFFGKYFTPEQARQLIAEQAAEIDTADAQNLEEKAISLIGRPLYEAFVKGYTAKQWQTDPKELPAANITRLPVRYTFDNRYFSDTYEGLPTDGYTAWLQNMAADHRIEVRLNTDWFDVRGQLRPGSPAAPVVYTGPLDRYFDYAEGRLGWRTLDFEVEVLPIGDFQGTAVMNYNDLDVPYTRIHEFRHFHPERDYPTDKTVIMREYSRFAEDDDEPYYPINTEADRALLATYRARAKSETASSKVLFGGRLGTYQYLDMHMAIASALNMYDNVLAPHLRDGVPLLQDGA
GDH-TPI inh – counter-screen for M. tuberculosis FBA inhibitors: GDH-TPI coupled enzymes; inhibition, % at 4.8 µM; AID 588335; GDH-TPI coupled enzyme counterscreen, NADH absorbance; 1.2% of 360,000 active;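 further: 0% = DMSO wells and 100% = wells lacking the enzyme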
Mtb BioA inh – blocks M. tuberculosis BioA enzyme activity | purified M. tuberculosis BioA enzyme, plate reader | AID 602481 | 0.096% of 360,000 active | inhibition, % at 9.99 µM; in the data active means inhibition above about 40%; inconclusive means no clear call, values can overlap the other calls
FBA Mtb inh – inhibits M. tuberculosis FBA enzyme; purified M. tuberculosis FBA, fluorescence read-out; inhibition, % at 1 µM; 2.3% of 360,000 active; AID 588726; in the data active means inhibition above about 27%;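 further: 0% = vehicle and 100% = reference inhibitor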
Target sequence (P9WQA3 whole entry, looked up): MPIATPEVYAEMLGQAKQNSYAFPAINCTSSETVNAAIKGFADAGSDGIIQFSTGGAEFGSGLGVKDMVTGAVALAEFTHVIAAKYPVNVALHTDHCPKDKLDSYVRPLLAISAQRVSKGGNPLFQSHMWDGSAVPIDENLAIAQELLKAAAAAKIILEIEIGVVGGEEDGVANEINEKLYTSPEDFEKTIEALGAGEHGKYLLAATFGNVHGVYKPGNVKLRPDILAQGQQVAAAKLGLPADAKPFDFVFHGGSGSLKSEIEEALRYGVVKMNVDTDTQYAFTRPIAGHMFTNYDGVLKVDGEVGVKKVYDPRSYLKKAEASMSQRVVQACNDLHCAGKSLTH
CCHFV vOTU inh – CCHFV vOTU protease inhibition. inhibition, % at 11.5 µM. 0.55% of 370,000 active. Pep-AMC fluorescence. AID 651958; further: 0% = vehicle wells with enzyme and 100% = no enzyme wells
FadD28 FP inh – blocks FadD28 binding to the bisubstrate probe; 0.22% of 360,000 active; fluorescence polarization; inhibition, % at 12.5 µM; in the data active means inhibition above about 8.5%, passing the limit was not always enough; inconclusive means no clear call, values can overlap the other calls
Active calls of the source: *; ? = inconclusive; . = not tested or not shown; & = joins results of further samples. Unless noted, no stated cut-off is given here; in the data, active means inhibition above about 30%; inactive means the rest. This is a random part of the collection; overall some 4.8% were active at least once.

SMILES	PrPC TRFRET	BoNT-A LC inh2	BoNT-F LC inh	Mtb UGM inh	GDH-TPI inh	Mtb BioA inh	FBA Mtb inh	CCHFV vOTU inh	FadD28 FP inh
Cc1ccc(CNC(=O)C2CC(c3ccccc3C(F)(F)F)=NO2)o1 (configuration not stated)	-2	0.5	-3	2.1	8	0.6	3	0	0.4
O=C(CN(C(=O)CNC(=O)c1cccs1)c1ccccc1)NC1CCCCC1	2	2.8	6	-4.5	-7	0.1	2	7	-0.7
COc1ccc(N2C(=O)CC(N(C)CCc3ccc(OC)c(OC)c3)C2=O)cc1 (configuration not stated)	4	1.1	3	-1.8	11	1.6	-2	8	-4.7
CC1CN(C(=O)c2ccc([N+](=O)[O-])s2)CC(C)O1 (configuration not stated)	-52	1.4	-9	-0.3	9	1.3	4	8	-1.0
Cc1ccc(SCCNC(=O)/C=C/c2cccc([N+](=O)[O-])c2)cc1	8	-0.7	-3	-0.3	4	0.0	3	3	-1.5
Cc1cc(C)nc(N2CCCC(CCC(=O)NCc3ccc(F)c(F)c3)C2)n1 (configuration not stated)	9	0.5	-1	0.3	0	.	0	0	0.7
CCN(CC)S(=O)(=O)c1ccc2oc(C(=O)NCCCN3CCOCC3)c(C)c2c1	-7	1.4	0	-0.6	10	-1.7	0	11	0.9
C=CCSC1=N/C(=C\c2sccc2C)C(=O)S1	-3	0.4	-3	3.2	12	-0.9	-7	0	-0.1
CC(=O)OCC(OC(C)=O)C(OC(C)=O)C(OC(C)=O)C(=O)Nc1ccc(C)cc1 (configuration not stated)	-3	2.2	0	-2.8	5	0.1	3	4	-1.2
CCN(CC)CCCNC(=O)c1c(O)c2cc(F)cc3c2n(c1=O)C(C)CC3 (configuration not stated)	10	1.6	5	-0.4	4	-0.6	2	1	-0.7
COc1ccc(S(=O)(=O)N2CCC(C(=O)NCCC3=CCCCC3)CC2)cc1C	-3	0.6	2	-2.7	13	.	5	10	3.3
CC(=O)c1ccccc1NC(=O)COC(=O)/C=C/c1ccc(OC(F)F)cc1	1	-2.0	?	-2.5	3	-1.8	5	18	0.9
O=C(O)c1cc(-c2ccc(Cl)c(Cl)c2)n(-c2ccc(F)cc2)n1	-2	0.5	-10	0.6	2	-2.6	4	7	-1.8
CCN(CC)C(=O)CSc1nsc(SCC(=O)N(CC)CC)c1C#N	5	0.8	19	-1.4	11	0.5	2	12	0.7
Cn1c(-c2ccc(Cl)cc2)ccc(C#N)c1=O	0	0.5	-2	0.6	24	.	4	2	0.2
COc1ccc(-n2c(CN3CCN(Cc4ccccc4)CC3)nc3ccc([N+](=O)[O-])cc3c2=O)c(OC)c1	-41	-0.9	2	-3.0	20	6.0	2	13	0.0
CC(NCc1ccccc1O)C12CC3CC(CC(C3)C1)C2 (configuration not stated)	-7	0.0	0	-2.9	-5	2.6	-2	2	0.3
COc1cccc(OC)c1C(=O)NC(=S)Nc1ccc2oc(=O)ccc2c1	0	0.1	-6	-0.6	1	-1.2	-4	8	-1.6
CCOC(=O)C1=C(C)NC2=C(C(=O)CC(C)(C)C2)C1c1cccc(C)n1 (configuration not stated)	-2	-1.1	-2	2.1	-4	-1.9	37*	-39	-4.6
COC(=O)c1ccc(Nc2nc(C)cc(C)n2)cc1	-1	0.2	-12	1.1	6	-3.2	1	24	0.5
Cn1c(=O)n(-c2cccc(Cl)c2)c(=O)c2c3c(sc21)COC(C)(C)C3	1	-3.0	-5	1.8	15	-0.6	-1	2	0.3
CC(NC(=O)C(=O)N1CCCCC1)C(c1cccs1)N1CCN(C)CC1 (configuration not stated)	-1	2.3	6	-0.8	4	-0.7	-2	7	-2.3
CC(=O)C(=Nc1ccccc1Cl)NNc1ccc(Cl)cc1	-17	-1.0	-2	-0.9	9	-0.8	-2	4	-2.6
Cc1ccc2c(c1)NC(=O)[C@@]1(C)[C@@H](c3ccccc3)[C@H]3COc4ccccc4[C@@H]3N1C2=O	7	0.0	4	-1.9	6	-1.6	0	-4	-3.2
COCc1cc(=O)[nH]c(-c2ccccc2OC(F)(F)F)n1	-1	?	?	0.9	-4	3.6	0	1	-2.6
Cc1cc(/C=C(\C#N)C(=O)Nc2ccccc2)c(C)n1-c1ccc(C(=O)O)cc1	0	-0.6	6	1.0	28	2.1	-1	-1	2.5
COc1ccc(C(=O)N2CCOCC2)cc1S(=O)(=O)N1CCC(C)CC1	-9	-0.3	8	-2.0	3	.	-8	5	0.5
COc1ccc(CC(=O)N[C@@H]2c3cc(OC)c(OC)cc3C[C@H]2O)cc1	-5	-0.5	-4	.	5	0.0	3	1	1.3
Cn1c(SCC(=O)NCC2CCCO2)nc2c([nH]c3ccccc32)c1=O (configuration not stated)	-7	-0.4	3	-0.2	7	-1.2	-1	-6	-2.6
Cc1ccc2nc(N(CCCN(C)C)C(=O)c3ccc4ncsc4c3)sc2c1	-12	0.3	6	-2.9	8	6.8	0	10	-3.0
CN(C(=S)Nc1ccc(SC(F)F)cc1)c1ccc(O)cc1	-6	-0.6	-4	1.7	-6	.	-2	30*	-0.1
CCc1ccccc1NC(=O)CCCSc1nc2ccccc2s1	4	0.0	-1	-0.3	-3	0.2	2	-5	-2.9
COc1ccc(Cn2c(CCC(=O)NCCC(C)C)nc3ncccc3c2=O)cc1	1	-7.3	-12	0.2	16	.	-2	0	-2.5
Cc1ccccc1NC(=S)NNC(=O)c1ccco1	-2	0.9	9	.	10	-1.7	-1	0	-2.7
COc1ccc2cc(C(=O)C3CCCN(Cc4cnc(N5CCOCC5)s4)C3)ccc2c1 (configuration not stated)	-8	-1.9	-11	1.8	2	1.4	12	-10	-0.1
Nc1ccc(S(=O)(=O)c2cc(O)c3ccccc3c2O)cc1	-14	-0.5	-10	.	11	.	-3	71*	9.5*
Cc1nnc(NC(=O)c2c(F)cccc2F)s1	-3	-0.7	-4	-2.7	3	-1.5	-1	13	-2.3
O=C(NCc1cccnc1)c1cc(C2CCCCN2S(=O)(=O)c2ccc(F)cc2F)on1 (configuration not stated)	-1	0.5	-6	.	-9	2.3	0	-7	-4.4
Cc1ccc(CNC(=O)c2cc(S(=O)(=O)N3CCOCC3)cn2C)cc1	1	0.2	-10	2.9	-6	-0.3	0	-4	-1.8
CNCc1ccccc1OCc1ccccc1F	12	-1.0	-13	0.5	0	0.1	0	-16	-1.3

10 entries already listed, sorted by length of the SMILES, highest first:
SMILES	PrPC TRFRET	BoNT-A LC inh2	BoNT-F LC inh	Mtb UGM inh	GDH-TPI inh	Mtb BioA inh	FBA Mtb inh	CCHFV vOTU inh	FadD28 FP inh
Cc1cc(/C=C(\C#N)C(=O)Nc2ccccc2)c(C)n1-c1ccc(C(=O)O)cc1	0	-0.6	6	1.0	28	2.1	-1	-1	2.5
O=C(NCc1cccnc1)c1cc(C2CCCCN2S(=O)(=O)c2ccc(F)cc2F)on1 (configuration not stated)	-1	0.5	-6	.	-9	2.3	0	-7	-4.4
COc1ccc2cc(C(=O)C3CCCN(Cc4cnc(N5CCOCC5)s4)C3)ccc2c1 (configuration not stated)	-8	-1.9	-11	1.8	2	1.4	12	-10	-0.1
COc1ccc(CC(=O)N[C@@H]2c3cc(OC)c(OC)cc3C[C@H]2O)cc1	-5	-0.5	-4	.	5	0.0	3	1	1.3
COc1ccc(Cn2c(CCC(=O)NCCC(C)C)nc3ncccc3c2=O)cc1	1	-7.3	-12	0.2	16	.	-2	0	-2.5
COc1ccc(C(=O)N2CCOCC2)cc1S(=O)(=O)N1CCC(C)CC1	-9	-0.3	8	-2.0	3	.	-8	5	0.5
CN(C(=S)Nc1ccc(SC(F)F)cc1)c1ccc(O)cc1	-6	-0.6	-4	1.7	-6	.	-2	30*	-0.1
CC(=O)C(=Nc1ccccc1Cl)NNc1ccc(Cl)cc1	-17	-1.0	-2	-0.9	9	-0.8	-2	4	-2.6
CCc1ccccc1NC(=O)CCCSc1nc2ccccc2s1	4	0.0	-1	-0.3	-3	0.2	2	-5	-2.9
CNCc1ccccc1OCc1ccccc1F	12	-1.0	-13	0.5	0	0.1	0	-16	-1.3

Further compounds follow.
SMILES	PrPC TRFRET	BoNT-A LC inh2	BoNT-F LC inh	Mtb UGM inh	GDH-TPI inh	Mtb BioA inh	FBA Mtb inh	CCHFV vOTU inh	FadD28 FP inh
O=c1oc2ccccc2c(NCc2ccccc2F)c1[N+](=O)[O-]	-2	-0.3	2	1.6	15	.	7	14	-1.9
CC1(C)CC(CCN(Cc2ccccc2)C(=O)c2ccco2)(c2ccccc2)CCO1 (configuration not stated)	-3	0.3	-4	-0.1	2	2.1	5	17	-2.9
N#Cc1ccccc1OCC(=O)Nc1cccc(S(=O)(=O)N2CCCCCC2)c1	9	-0.6	-7	0.4	16	0.9	-2	16	-1.0
CCOc1ccc(N2C(=O)CN(C)C2=S)cc1	0	0.3	0	0.0	-5	0.7	1	-3	-2.6
Cc1cc(OC(=O)c2ccccc2Cl)cc(=O)n1C	10	0.7	?	-2.1	-9	0.7	1	5	-5.1
COc1ccc(S(=O)(=O)Nc2ccc3c(c2)C(=O)N([C@H](C)CO)C[C@H](C)[C@H](CN(C)Cc2ccc(C(=O)O)cc2)O3)cc1	1	-0.3	0	-0.8	-2	-2.8&-0.5	-1	12	-20
CN(C)CCNC(=O)c1cccc(-c2cnc3c(NC=O)cc(-c4cccc(C(F)(F)F)c4)cn23)c1	-29	0.5	-14	.	-5	0.7	4	-3	-18
Oc1c(CN2CCCC2)cc(COCc2ccccc2)c2cccnc12	1	0.8	-33	1.1	5	-1.4	-1	15	-4.3
COc1ccccc1NC(=O)Nc1nc(CC(=O)N2CCN(c3ccccc3F)CC2)cs1	4	.	.	3.6	7	-0.5	6	-15	-1.9
CN(C)/C=C/C(=O)c1ccccc1F	0	0.5	12	0.9	1	.	-1	2	-3.0
O=C(OCc1cc2ccccc2[nH]c1=O)c1cccnc1	-6	-2.4	-37	4.9	1	1.5	0	-1	-3.6
Cc1ccc(S(=O)(=O)Nc2nc(C)c(C(=O)N/N=C/c3ccccc3)s2)cc1	1	0.3	3	0.8	28	-1.1	4	17	-0.9
Cc1ccc(NC(=O)CCN2C(=O)c3ccccc3C2=O)cc1C	.	-0.5	4	-1.8	-6	-1.2	0	.	-2.1
CCOc1ccc(C(=O)N[C@H](C(=O)Nc2ccc(OC)c(S(=O)(=O)N3CCOCC3)c2)C(C)C)cc1	-1	0.1	0	-0.1	8	.	2	-11	-0.9
CN1CCN(Cc2c(C(=O)N/N=C/c3cccc(Br)c3)nnn2-c2nonc2N)CC1	-6	-1.9	4	-2.1	11	-1.5	8	1	-1.7
O=C(COC(=O)c1ccc(S(=O)(=O)N2CCCCCC2)cc1)NCc1ccc(Cl)cc1	0	-0.5	-11	-0.4	-13	-0.7	0	6	-4.1
COc1ccc(C(CNC(=O)c2c(C)nn(Cc3ccccc3)c2Cl)N2CCOCC2)cc1 (configuration not stated)	-2	0.3	1	-2.0	6	4.0	5	-7	.
COC(=O)C1=C(C)N(Cc2ccccc2)C(=O)N[C@H]1CCc1ccccc1	-5	0.4	2	1.7	10	0.4	2	-5	-1.5
CCCCOc1ccc(CN2CCC(O)CC2)cc1	4	-2.2	-11	-1.1	-6	-2.2	5	-3	1.3
Cc1cc(=O)n2nc(N3CCCC(C(=O)NCCCN4C(C)CCCC4C)C3)sc2n1 (configuration not stated)	8	0.0	-3	.	-6	-0.5	1	-3	-2.1
CCCCC[C@@H]1C=C(C(=O)O)[C@H](c2ccc(Br)cc2)N1S(=O)(=O)c1ccc(C)cc1	-1	0.2	3	.	8	8.4	0	28	-2.7
O=c1c(Cc2ccc(F)cc2)c(O)ccn1CCCN1CCOCC1	6	-0.1	1	0.1	6	.	-3	10	-1.7
